HEK293 NFkB inh: inhibitors of the PMA/ionomycin-induced NF-kB reporter in HEK293 cells. 62,000 compounds, 0.21% hits. inhibition, % at 3 µM. HEK-293 NF-kB luciferase reporter, luminescence;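 active = inhibition above the mean of all tested compounds plus 3 SD, cut at about 40% in these data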;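 also: 0% = stimulated DMSO wells and 100% = 10 µM reference inhibitor 5653914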
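System – HEK-293 cells with stable firefly luciferase reporter driven by four HIV NF-kB elements · Doses – one dose, 3 µM · Schedule – 1 h compound pre-incubation, 16 h PMA/ionomycin at 37 °C · Technique – luminescence from luciferase substrate reagent · Measure – percent inhibition normalized per plate to DMSO and reference-inhibitor controls · Replicates – tested once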
HTR1E antagonist: blocks the human 5-HT1E serotonin receptor. CHO 5-HT1E Ga15 NFAT-bla reporter, FRET, antagonist. 65,000 compounds, 0.99% hits. inhibition, % at 6 µM;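 active = inhibition above a set limit, the mean inhibition across every tested compound plus 3 SD, cut at about 29% in these data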;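 also: signal is the 460 over 535 nm emission ratio of beta-lactamase substrate; 0% = agonist plus DMSO wells and 100% = wells without agonist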
S1P3 ag: activates the human S1P3 receptor. Q99500. S1P3 NFAT-BLA reporter cells, agonism, FRET ratio; relative to 1 µM S1P, basal subtracted. activation, % at 4.5 µM. 60,000 compounds, 0.1% hits. AID 373;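 active = activation above the screen-wide mean plus 3 SD, cut at about 4.5% in these data, passing the limit was not always enough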; also: some compounds called inactive have numbers as strong as hits
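material = human S1P3 NFAT-BLA reporter CHO cells | schedule = 4 h compound at 37 °C, 2 h substrate at RT | measured by = fluorescent BLA substrate, ex 405 nm, em 460/535 nm ratio | controls = 1 µM S1P reference | replication = primary once, confirmation triplicate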
M1 antagonist: antagonists of rat M1 muscarinic receptor. P08482. B-score at 10 µM. CHO-M1 cells, Fluo-4 calcium, ACh EC80 antagonist mode; active compounds read low. 64,000 compounds, 3.4% hits;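 active = calcium fluorescence response, raw or row-and-column corrected B-score, differing from the plate sample mean either way at a set confidence level, mostly lower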
Her2 expr inh: inhibitors of human Her2 kinase expression. P04626. SKBR-3 HER2 protein level, AlphaScreen, 18-24 h; active compounds read low. HER2 level % of control, % at 10 µM. 65,000 compounds, 0.69% hits;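 active = HER2 level under 5% of the carrier-only control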;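 also: 100% = DMSO carrier and 0% = 500 nM PU-H71 HSP90 inhibitor; lower value means stronger loss of Her2 protein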
Target sequence (P04626 whole entry, looked up): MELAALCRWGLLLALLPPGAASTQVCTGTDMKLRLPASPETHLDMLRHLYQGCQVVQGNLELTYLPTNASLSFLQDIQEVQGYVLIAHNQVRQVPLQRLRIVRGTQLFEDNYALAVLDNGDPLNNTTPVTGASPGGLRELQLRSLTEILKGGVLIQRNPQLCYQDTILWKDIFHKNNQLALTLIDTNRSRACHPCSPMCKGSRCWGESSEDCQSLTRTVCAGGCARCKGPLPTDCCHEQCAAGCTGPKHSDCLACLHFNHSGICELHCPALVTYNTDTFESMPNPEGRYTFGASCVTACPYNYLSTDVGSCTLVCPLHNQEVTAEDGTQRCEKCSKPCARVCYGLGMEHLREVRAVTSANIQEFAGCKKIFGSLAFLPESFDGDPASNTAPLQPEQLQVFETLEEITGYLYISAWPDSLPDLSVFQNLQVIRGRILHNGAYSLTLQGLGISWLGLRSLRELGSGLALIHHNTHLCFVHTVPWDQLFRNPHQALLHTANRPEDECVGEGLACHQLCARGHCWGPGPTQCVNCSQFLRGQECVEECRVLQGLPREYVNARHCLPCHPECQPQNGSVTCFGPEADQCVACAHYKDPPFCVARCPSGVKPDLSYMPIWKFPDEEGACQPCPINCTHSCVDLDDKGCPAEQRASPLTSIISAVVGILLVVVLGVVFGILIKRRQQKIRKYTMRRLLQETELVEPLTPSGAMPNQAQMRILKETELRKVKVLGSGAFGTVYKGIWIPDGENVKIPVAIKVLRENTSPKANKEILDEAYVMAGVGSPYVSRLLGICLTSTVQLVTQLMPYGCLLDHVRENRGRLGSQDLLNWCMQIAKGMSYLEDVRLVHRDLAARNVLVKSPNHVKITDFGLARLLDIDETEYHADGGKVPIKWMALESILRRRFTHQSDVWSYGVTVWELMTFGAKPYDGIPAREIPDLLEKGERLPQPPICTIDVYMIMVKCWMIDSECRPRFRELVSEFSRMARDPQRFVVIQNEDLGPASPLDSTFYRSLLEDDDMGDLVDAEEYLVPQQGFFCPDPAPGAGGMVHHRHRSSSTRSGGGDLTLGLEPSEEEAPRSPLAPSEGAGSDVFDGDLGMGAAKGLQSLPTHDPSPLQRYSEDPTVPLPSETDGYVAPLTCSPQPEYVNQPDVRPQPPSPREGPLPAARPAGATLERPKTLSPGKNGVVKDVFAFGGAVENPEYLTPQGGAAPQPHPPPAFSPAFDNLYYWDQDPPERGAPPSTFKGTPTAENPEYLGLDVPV
M1 agonist: M1 muscarinic receptor agonism; CHO-M1 cells, Fluo-4 calcium fluorescence, agonist mode; active compounds read high; 64,000 compounds, 3% hits; B-score at 10 µM;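 active = fluorescence rise, raw or as B-score row- and column-corrected plate score, outside the 99.7% band of its plate's samples, either direction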
HTR1E agonist: agonists of human 5-HT1E serotonin receptor | CHO 5-HT1E Ga15 NFAT-bla reporter, FRET; 0% DMSO wells, 100% control agonist wells | 65,000 compounds, 0.69% hits | P28566 | activation, % at 6 µM;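 active = activation above a set limit, the screen-wide mean activation plus 3 SD, cut at about 8.5% in these data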;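 also: 100% = positive control agonist at 1 µM giving full maximal response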
S1P1 ag-PAM: activates or potentiates agonism at human S1P1 receptor. P21453. S1P1 CRE-bla cells, forskolin, beta-lactamase FRET, potentiator mode; S1P1 agonist co-added at EC20, 2 nM; 100% = saturating reference agonist, 0% = basal. activation, % at 9.5 µM. 56,000 compounds, 0.57% hits. AID 449;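 active = activation above a cutoff set at the mean activation of all tested compounds plus 3 SD, cut at about 54% in these data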;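 also: forskolin at 4 µM as EC80 and the EC20 agonist is SEW2871; 100% = SEW2871 at its EC100 plus forskolin at EC80; some compounds past the cut are filed as inactive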
Jurkat viability: cytotoxicity toward Jurkat cells; inhibition, % at 4 µM; Jurkat E6.1 viability, ATP luminescence, 48 h; 56,000 compounds, 1.2% hits;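 active = inhibition above the mean inhibition of all tested compounds plus 3 SD, cut at about 28% in these data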
The depositor's hits bear a star; x = no result given. The order is random; overall some 9.2% were active at least once.

smiles,HEK293 NFkB inh,HTR1E antagonist,S1P3 ag,M1 antagonist,Her2 expr inh,M1 agonist,HTR1E agonist,S1P1 ag-PAM,Jurkat viability
C=CCNC(=O)c1ccccc1NS(=O)(=O)c1ccc(SC)cc1,14,3,0.0,-0.58,84,-1,0.7,x,-11
CCc1ccc2[nH]c(=O)c(CN(CCN(CC)CC)C(=O)Nc3ccccc3OC)cc2c1,-8,4,-0.5,-0.27,147,-1.5,-0.4,-19,12
COC(=O)c1ccc(CSc2nnc(CNC(=O)c3cccs3)o2)o1,-2,-7,x,0,109,-0.15,0.2,x,x
Cn1c(Cn2c(=O)sc3ccccc32)nnc1SCc1cccnc1,-10,-2,0.2,-0.85,122,0.65,0.3,-10,0
CCOCc1nnc(NS(C)(=O)=O)s1,12,-10,-0.3,0.88,119,-0.47,0.2,-9,2
Cc1oc2nc(SCC(=O)N3CCCCC3)nc(N)c2c1C,9,-2,0.8,0.41,114,1.2,0.3,-36,5
CCSc1nc(N)c2c3c(sc2n1)CN(C)CC3,0,-7,x,-2.2,228,-0.94,0.8,x,x
Cc1ccc(NC(=O)CSc2nnc(-c3ccco3)c(-c3ccco3)n2)cc1,x,6,-3.4,-0.09,80,0.63,-0.2,-14,x
CC(C)NC(=O)c1cc2cc(Br)ccc2oc1=O,11,2,-0.1,-0.3,191,-1.2,-0.3,-1,3
COC(=O)COc1ccc(S(=O)(=O)N2CCOCC2)cc1C,11,8,-1.5,-0.46,98,-0.77,-0.9,13,7

(cont.)
smiles,HEK293 NFkB inh,HTR1E antagonist,S1P3 ag,M1 antagonist,Her2 expr inh,M1 agonist,HTR1E agonist,S1P1 ag-PAM,Jurkat viability
Cn1c(=O)n(CCOc2ccccc2Cl)c2ccccc21,4,9,-0.9,-3.5*,94,1.1,-0.3,10,-3
CCn1c(=O)cc(SCC(=O)Nc2ccc3c(c2)OCCO3)c2ccccc21,-6,13,1.5,-0.26,158,2.1,-0.8,-51,-2
C=CCNS(=O)(=O)c1sccc1/C=N/O,17,-3,-1.6,0.043,102,1.5,0.0,-4,-19
c1ccc2c(c1)CCN(c1nc3ccccc3n3cnnc13)C2,2,-3,-0.8,-0.16,52,0.22,0.8,-23,8
CCOc1cc(C(=O)N2CCOCC2)ccc1OCc1ccccc1,11,1,-0.7,0.84,111,0.03,0.4,-10,-1
CC(C)OC(=O)Cn1c(=O)sc2ccccc21,15,-4,x,0.04,109,-0.72,1.2,x,x
Cn1c(=O)cc(OCCCC(=O)N2CCN(Cc3ccc4c(c3)OCO4)CC2)c2ccccc21,12,-1,-0.8,-0.79,91,0.18,0.8,-8,1
Clc1ccc(OCCn2ccnc2)c2ccccc12,-1,-9,-0.9,-0.16,107,0.017,0.0,9,7
CCCOc1c(OC)cccc1C1CC(=O)Nc2cc3c(cc21)OCCO3 (centres undefined),9,4,-1.4,-1.3,74,-0.031,-1.8,-8,7
O=C(CN1CCCN(S(=O)(=O)c2ccc(Br)cc2)CC1)Nc1ccc2c(c1)OCO2,15,19,0.2,-0.44,88,-0.29,-1.2,31,8

The listing continues:
smiles,HEK293 NFkB inh,HTR1E antagonist,S1P3 ag,M1 antagonist,Her2 expr inh,M1 agonist,HTR1E agonist,S1P1 ag-PAM,Jurkat viability
Cc1cc(N2CCC(C)CC2)nc(-n2nc(C)cc2C)n1,13,-6,-1.6,-1.2,111,0.81,1.2,-16,7
Clc1ccc(C2=Nn3c(nnc3-c3n[nH]c4c3CCC4)SC2)cc1,38,22,2.3,0.17,62,0.48,1.2,-46,92*
Cc1cc(C)c(C#N)c(SCC2COc3ccccc3O2)n1 (centres undefined),13,-4,-0.3,0.19,77,-0.67,0.6,-30,0
CC(C)Cn1c(N)c(C(=O)CSc2nnnn2-c2ccc(Cl)cc2)c(=O)n(C)c1=O,15,-12,-0.2,-0.0081,117,-0.73,-0.6,-36,2
COc1ccc(N2CCN(Cc3nc4c(c(=O)[nH]c(=O)n4C)n3Cc3cccc(Cl)c3)CC2)cc1,6,-8,0.3,0.9,115,0.55,2.2,-36,-8
Cc1sc2c(c1C)CN(Cc1ccco1)CN2C(=O)c1ccccc1,0,-8,-0.8,-0.21,73,0.55,-0.5,-1,-7
N#C/C(=C/N1CCOCC1)c1ccccc1,13,-3,-0.6,-1.4,219,1,0.2,-8,-7
O=C(C1CCC1)N1CCc2cc(S(=O)(=O)N3CCc4ccccc4C3)ccc21,-4,-2,-1.4,-0.19,171,-0.094,-1.3,-2,2
C=CCc1cccc(/C=N/c2ncn[nH]2)c1O,x,0,-3.2,0.21,92,0.033,-0.2,-9,x
O=C(Nc1c(Cl)cccc1Cl)C1CCC1,12,3,-0.3,0.1,104,-0.018,0.5,-14,9

More records:
smiles,HEK293 NFkB inh,HTR1E antagonist,S1P3 ag,M1 antagonist,Her2 expr inh,M1 agonist,HTR1E agonist,S1P1 ag-PAM,Jurkat viability
Cc1ccnc(NS(=O)(=O)c2cccc3nsnc23)c1,21,7,-0.1,0.34,78,0.48,0.4,8,0
Cc1cc(S(=O)(=O)NC2CCCCC2)ccc1OCC(=O)NCc1ccccn1,3,-10,0.1,-1.1,72,-0.28,0.1,x,4
COc1cc(OC)cc(-c2nnc(SCC(=O)N3CCOCC3)o2)c1,10,5,0.0,-0.34,116,-0.55,0.8,-10,-5
Cc1cc(C(=O)OCc2nc3ccccc3s2)c(C)o1,2,-12,-0.3,0.4,81,0.09,0.4,8,0
CCOC(=O)c1[nH]c(C)c(C(=O)NC2CCCCC2)c1C,8,6,-0.5,-0.026,90,-0.59,0.0,-30,6
O=C(CSc1nnc(-c2ccccc2)n1Cc1ccccc1)N1CCOCC1,9,3,-0.5,0.88,114,0.31,-0.7,-4,4
CCCn1nc(C(=O)OCC(=O)c2ccc3c(c2)NC(=O)CO3)c2ccccc2c1=O,9,-2,0.6,x,116,x,-0.8,11,4
COC(=O)Nc1ccc2c(c1)N(C(=O)CCN1CCN3CCCC3C1)c1ccccc1CC2 (centres undefined),12,-5,-0.1,x,112,x,0.7,9,-2
Cn1c(=O)c2c(nc(NCc3ccc4c(c3)OCO4)n2Cc2ccccc2)n(C)c1=O,x,12,-6.2,0.85,91,-1.5,-1.4,5,x
CCN(CC)C(=O)c1sc2nc(-c3cccs3)cc(-c3cccs3)c2c1N,x,2,-6.6,-0.18,98,15*,-0.9,10,x

(cont.)
smiles,HEK293 NFkB inh,HTR1E antagonist,S1P3 ag,M1 antagonist,Her2 expr inh,M1 agonist,HTR1E agonist,S1P1 ag-PAM,Jurkat viability
Cc1onc(-c2ccccc2)c1C(=O)Nc1ccncc1,-1,-5,0.2,0.85,83,-0.16,0.1,x,-7
O=C(COc1ccc(Cl)cc1)NCc1nnc(SCC(=O)Nc2ccc3c(c2)OCCO3)o1,10,3,-1.1,-0.22,92,-1.5,-2.5,-5,4
CC(=O)OC1CC(C)(C)N(OC(=O)c2ccccc2)C(C)(C)C1,11,-7,-0.6,0.42,104,0.59,-0.7,-3,6
COc1ccc(C2/C(=C(/O)c3ccccc3)C(=O)C(=O)N2CC(C)O)c(OC)c1 (centres undefined),14,0,-0.3,-0.38,114,0.17,-0.8,-14,1
COCCCN1C(=O)c2ccccc2C1C(=O)NC1CCCCCC1 (centres undefined),13,-5,-0.5,0.0091,88,-0.048,-0.6,-27,-4
C=CCn1c(SCc2c(C)noc2C)nc2cc(C(=O)O)ccc2c1=O,30,-2,0.2,0.52,83,1.4,-0.4,6,69*
CN(C)c1ccccc1C(=O)c1ccccc1N(C)C,12,15,-0.6,0.12,73,0.66,-0.5,17,88*
CCCn1c(SCC(=O)Nc2ccc3c(c2)OCCO3)nnc1-c1ccco1,9,-3,-0.1,x,87,x,0.6,-8,-4
COc1ccc(S(=O)(=O)N2CCCN(CC(=O)Nc3cc(NC(C)=O)ccc3OC)CC2)cc1,2,-1,-0.3,0.28,101,2.2,0.4,-31,-2
CC(=O)OCC(=O)[C@H]1CC[C@H]2[C@@H]3CC=C4C[C@@H](O)CC[C@]4(C)[C@H]3CC[C@]12C,x,0,-2.0,0.017,105,-0.012,-0.6,-11,x

Later entries:
smiles,HEK293 NFkB inh,HTR1E antagonist,S1P3 ag,M1 antagonist,Her2 expr inh,M1 agonist,HTR1E agonist,S1P1 ag-PAM,Jurkat viability
COC(=O)c1ccc(NC(=O)CN2CCN(S(=O)(=O)c3cc(Cl)ccc3OC)CC2)cc1,-13,-36,-0.3,-0.37,104,0.0039,0.0,2,-3
Cc1cccc(N2CCN(C(=O)CCCn3c(=S)[nH]c4cc5c(cc4c3=O)OCO5)CC2)c1C,17,-15,x,-0.038,89,-0.48,2.9,x,x
COc1ccc(C2=Nn3c(nnc3-c3cccnc3)SC2)cc1OC,x,34*,1.9,-0.64,114,0.51,-0.2,-52,x
CC(=O)c1c(C)[nH]c(C(=O)OCC(=O)Nc2cc(C(F)(F)F)ccc2N2CCOCC2)c1C,20,4,-1.2,-0.49,79,0.57,0.4,-23,13
COc1ccc(N2C(N)=NC(N)=NC23CCCC3)cc1,4,-6,-0.2,-0.26,123,-0.4,0.6,-44,-6
COc1ccccc1NC(=O)c1ccc(C)s1,-1,-13,-1.2,0.001,88,-0.42,-0.3,6,-2
CCn1c(C)c(C(C)=O)c(N2CCN(C(=O)c3ccco3)CC2)nc1=S,6,-8,-0.4,0.41,99,0.34,0.0,4,-8
COCCn1c(N)c(C(=O)OCc2ccccc2)c2nc3ccccc3nc21,6,6,0.2,-0.49,71,0.73,1.7,-32,7
Cc1ccc(SC(C)C(=O)NCC(C)C)cc1 (centres undefined),15,-5,-0.2,-0.031,122,0.35,-0.1,1,-4
Cc1ccccc1C(=O)Nc1ccc(Br)cn1,-26,-9,-0.1,-0.67,115,-0.053,0.8,-3,24
CCOc1ccccc1NC(=O)CN(c1ccc(OC)cc1)S(=O)(=O)c1c(C)noc1C,36,68*,-1.3,-0.035,92,0.48,-0.5,-1,93*
CCOC(=O)N1CCN(C(=O)C2CCN(S(=O)(=O)c3ccc(Br)s3)CC2)CC1,1,9,x,-0.54,94,0.56,-0.7,x,x
CCOC(=O)N1CCN(C(=O)c2cnsn2)CC1,5,-7,0.1,0.039,57,-0.28,-0.3,x,1

Screening data from PubChem BioAssay.
